Bioassay records deposited in PubChem by National Center for Advancing Translational Sciences (NCATS).
D2 antagonist: antagonists of human D2 dopamine receptor; P14416; inhibition, % at 10 µM; HEK293 TREx D2 cells, calcium flux, dopamine EC80; actives 2% (n = 340,000); in the data active means inhibition above about 30%; further: 0% is about no effect
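Measurement of antagonist activity uses fluorescent calcium dye in inducible HEK293 T-REx D2 cells: 10 s baseline, compound addition with 180 s read, EC80 dopamine addition with a further 180 s read.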
D1 agonist: activates the human D1 dopamine receptor; P21728; actives 1% (n = 360,000); HEK293 T-REx D1 cells, calcium flux, agonist mode; activation, % at 2 µM; further: 0% is about no effect
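Inducible HEK293 T-REx D1 cells, force-coupled to calcium signalling, were plated at 4000 cells/well with tetracycline and held overnight at 30 C. After no-wash calcium dye loading, compound-evoked calcium rise over 180 s flagged agonists.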
TRHR agonist: activates the human TRH receptor; TRHR cells, calcium flux fluo-8, FDSS agonist mode; actives 0.18% (n = 360,000); activation, % at 2 µM; further: 0% is about no effect
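TRHR-expressing cells loaded with fluo-8 calcium dye; 23 nL library compound pin-transferred, kinetic FDSS fluorescence (Ex 480/Em 530) recorded about 180 s for agonist-induced calcium release, before a 10 nM TRH EC20 addition for potentiator mode.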
RXFP1 antagonist: blocks the human relaxin receptor RXFP1; Q9HBX9; HEK293-RXFP1, relaxin-stimulated cAMP HTRF, 30 min; active compounds read low; activity change, negative = inhibition, % at 57.5 µM; actives 0.59% (n = 350,000);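 active means activity change of -60% or lower, but not beyond a set lower limit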; further: on the % scale 0 is the no-effect control and ±100 the full control effect
Target sequence (Q9HBX9 whole entry, looked up): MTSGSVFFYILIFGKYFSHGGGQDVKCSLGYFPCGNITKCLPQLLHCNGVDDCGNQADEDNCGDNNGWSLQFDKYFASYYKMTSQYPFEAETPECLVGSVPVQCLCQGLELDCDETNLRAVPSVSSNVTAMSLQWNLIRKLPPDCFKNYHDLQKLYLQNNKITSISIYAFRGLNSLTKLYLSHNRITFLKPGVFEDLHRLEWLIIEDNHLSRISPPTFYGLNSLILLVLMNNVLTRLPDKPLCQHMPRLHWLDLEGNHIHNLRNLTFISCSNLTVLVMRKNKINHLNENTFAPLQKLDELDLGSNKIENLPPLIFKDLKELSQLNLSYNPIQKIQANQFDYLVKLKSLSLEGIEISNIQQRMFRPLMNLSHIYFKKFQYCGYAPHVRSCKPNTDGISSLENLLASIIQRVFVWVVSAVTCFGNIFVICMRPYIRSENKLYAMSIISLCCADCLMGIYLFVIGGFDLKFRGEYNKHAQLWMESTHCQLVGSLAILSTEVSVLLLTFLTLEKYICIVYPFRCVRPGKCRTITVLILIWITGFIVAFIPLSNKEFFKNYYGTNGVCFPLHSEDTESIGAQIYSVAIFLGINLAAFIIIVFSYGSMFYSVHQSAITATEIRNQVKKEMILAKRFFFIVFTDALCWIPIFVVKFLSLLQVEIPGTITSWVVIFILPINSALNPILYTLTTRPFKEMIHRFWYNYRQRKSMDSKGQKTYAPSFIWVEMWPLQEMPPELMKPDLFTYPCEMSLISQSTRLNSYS
D2 PAM: D2 dopamine receptor (human) potentiation; P14416; HEK293 T-REx D2, calcium flux, EC20 dopamine potentiation; potentiation, % at 10 µM; actives 0.34% (n = 340,000); AID 485347;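 active means potentiation over 3 SD above the plate norm, cut at about 30% in these data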; further: 0% is about no effect
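Tetracycline-induced HEK293 T-REx cells force-coupled to calcium signalling expressed D2; compounds were pin-added after a 10 s baseline, read kinetically 180 s, then an EC20 dopamine challenge followed with a further 180 s calcium read.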
D1 PAM: human D1 dopamine receptor positive modulation; actives 0.036% (n = 360,000); P21728; potentiation, % at 10 µM; HEK293 TREx D1 cells, calcium flux, dopamine EC20 potentiation; in the data active means potentiation above about 30%; further: 0% is about no effect
TRHR PAM: allosterically enhances the human TRH receptor | P34981 | enhancement, % at 2 µM | AID 493056 | actives 0.66% (n = 360,000) | TRHR cells, fluo-8 calcium fluorescence, EC20 TRH enhancement; in the data active means enhancement above about 30%; further: 0% is about no effect
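TRHR-expressing cells loaded with fluo-8 calcium dye were read kinetically (ex 480/em 530) during compound addition, then stimulated with an EC20 of TRH (10 nM final). Enhancement of the Gq-mediated intracellular calcium response was scored.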
D1 antagonist: human D1 dopamine receptor antagonism; actives 3.2% (n = 360,000); activity change, negative = inhibition, % at 10 µM; HEK293 TREx D1 cells, calcium flux, dopamine EC80; active compounds read low; AID 504652; in the data active means activity change below about -30%; further: on the % scale 0 is the no-effect control and ±100 the full control effect
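HEK293 T-REx cells expressing inducible, force-coupled D1 receptor; no-wash Ca dye, 30–90 min RT. Cmpd → 180 s read at 1 Hz → EC80 DA → 180 s read.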
D2 ag: agonists of human D2 dopamine receptor; actives 0.53% (n = 340,000); activation, % at 2 µM; AID 485358; P14416; HEK293 T-REx D2 cells, calcium flux agonist mode;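 active means activation over 3 SD above normal in the single-dose calcium agonist read, cut at about 30% in these data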; further: 0% is about no effect
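HEK293 Trex D2 cells, tetracycline-induced, o/n 30 C 5% CO2; no-wash Ca dye, RT 30–90 min; 10-cycle baseline, 23 nl cpd added, kinetic Ca read 180 s; agonist hits = positive Ca response.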
Starred values were filed as active, the others as inactive; . = no result given. Unless noted, no stated cut-off is given here; in the data, active means activation above about 30%; inactive means the rest.

Sequence of screens – D2 antagonist | D1 agonist | TRHR agonist | RXFP1 antagonist | D2 PAM | D1 PAM | TRHR PAM | D1 antagonist | D2 ag
CCc1ccc2nc3sc(C(=O)N4CCc5ccccc54)c(N)c3cc2c1
→ -12 | 0 | 0.2 | . | 9 | -8 | 4 | -3 | 0.7
O=C(c1ccc2ccccc2c1)N1CCN(c2ccccn2)CC1
→ -15 | 0 | -0.6 | 2 | 1 | -11 | 1 | 11 | 0.1
Cc1c(C2N3CC4(C)CN2CC(C)(C3)C4=O)c2ccccc2n1C (stereo not drawn)
→ 0 | 2 | 0.0 | 3 | -2 | 5 | -2 | 16 | -0.8
CC(C)N(CCNC(=O)C1CCN(S(=O)(=O)N2CCOCC2)CC1)Cc1ccccc1
→ -9 | 2 | -0.6 | -10 | -10 | -2 | 1 | 4 | 0.5
O=S(=O)(c1ccc2c(c1)OCCO2)N1CCC(c2nc3ccccc3[nH]2)CC1
→ -4 | 3 | -0.5 | -25 | -13 | -1 | -3 | 21 | 0.5
CCOC(=O)N1CCN(c2cccc(C)c2C)CC1
→ 2 | 0 | -0.7 | -5 | -5 | -7 | 4 | 3 | -1.1
Cc1ccc(NC(=O)CN(C)S(=O)(=O)c2ccc(Cl)s2)c(O)c1
→ 0 | 3 | 0.5 | 10 | 5 | -7 | -1 | -5 | 0.6
Cc1cc(/C=C2/C(=N)N3C(=NC2=O)SN=C3S(C)(=O)=O)c(C)n1-c1ccccc1F
→ 4 | 4 | -2.2 | -12 | -8 | -9 | -1 | -21 | -0.7
Cc1c(N(C)C(=O)c2ccc3c(c2)OCO3)c(=O)n(-c2ccccc2)n1C
→ -13 | 1 | 0.8 | 11 | 16 | 1 | -1 | 7 | 0.6
Cc1ccc(C)c(S(=O)(=O)Nc2ccc(S(=O)(=O)Nc3onc(C)c3C)cc2)c1
→ 8 | 1 | 0.8 | -1 | -2 | -5 | 2 | -19 | 0.7

As entered above:
`CCOC(=O)N1CCN(c2cccc(C)c2C)CC1` – D1 agonist: 0
`Cc1ccc(NC(=O)CN(C)S(=O)(=O)c2ccc(Cl)s2)c(O)c1` – D2 ag: 0.6

Next part
Sequence of screens – D2 antagonist | D1 agonist | TRHR agonist | RXFP1 antagonist | D2 PAM | D1 PAM | TRHR PAM | D1 antagonist | D2 ag
COc1ccc(NS(=O)(=O)c2ccc3c(c2)CCN3C(=O)C2CC2)cc1OC
→ . | 17 | -0.4 | -1 | 5 | -3 | -5 | -33* | 2.9
Cc1ccc(COc2ccc(/C=N/NC(=O)c3nnn(-c4nonc4N)c3COc3ccc(F)cc3)cc2)cc1
→ 1 | 0 | 0.2 | 8 | -5 | -7 | -3 | -7 | -0.3
Nc1ccc(C(=O)c2cccs2)cc1
→ 1 | 0 | -0.8 | -1 | 4 | -4 | 4 | -5 | -0.7
COc1ccc(Nc2ccc(N3C(=O)CCCC3=O)cc2[N+](=O)[O-])c(OC)c1
→ -13 | 2 | -1.6 | 20 | 19 | -2 | 12 | -13 | -0.9
CCOC(=O)c1nnn(-c2nonc2N)c1-c1ccc(OCC)cc1
→ -3 | 1 | -0.1 | -6 | 11 | -7 | 14 | 24 | -0.2
Cn1nc(-c2ccccc2F)c2cc(C(=O)Nc3cc(F)ccc3F)sc21
→ . | 6 | 0.2 | . | -1 | 0 | -6 | 10 | 0.5
CSCCC(NS(=O)(=O)c1ccc2c(c1)oc(=O)n2C)C(=O)Nc1ccc(F)c(Cl)c1 (stereo not drawn)
→ . | 8 | 0.9 | -1 | 4 | 0 | -7 | -17 | 2.2
CCN1CCN(C(=O)c2cc(-c3ccc(Cl)s3)nc3ccccc23)CC1
→ 1 | 7 | 0.7 | -4 | -1 | -5 | 4 | 3 | 3.5
CC(OC(=O)CCN=C1NS(=O)(=O)c2ccccc21)C(=O)c1ccccc1 (stereo not drawn)
→ 3 | 12 | 0.5 | -2 | -2 | -4 | 17 | -8 | 0.1
COc1cccc(C=NCC(C)N=Cc2cccc(OC)c2O)c1O (stereo not drawn)
→ -9 | 0 | 0.1 | . | 2 | 6 | -4 | 12 | -0.4

Marked active in D1 antagonist, among the entries above:
Structure	D2 antagonist	D1 agonist	TRHR agonist	RXFP1 antagonist	D2 PAM	D1 PAM	TRHR PAM	D1 antagonist
COc1ccc(NS(=O)(=O)c2ccc3c(c2)CCN3C(=O)C2CC2)cc1OC	.	17	-0.4	-1	5	-3	-5	-33*

(further entries)
SMILES,D2 antagonist,D1 agonist,TRHR agonist,RXFP1 antagonist,D2 PAM,D1 PAM,TRHR PAM,D1 antagonist,D2 ag
CC(C)(CC(=O)O)CC(=O)O,-5,4,0.2,.,2,-3,2,0,0.2
Cc1ccc(NC(=O)C/C(N)=N/OC(=O)Nc2ccc(C)c(Cl)c2)cc1,-1,1,0.2,-12,6,-4,2,-6,0.9
Cc1ccccc1C(=O)NC(=S)Nc1ccc(Cc2ccncc2)cc1,-3,7,1.6,-6,-6,-2,7,-3,1.0
N#CC1=C(SCc2ccccc2)NC(=O)CC1c1ccco1 (stereo not drawn),11,1,1.0,12,0,7,9,2,-0.5
S=P(N1CC1)(N1CC1)N1CC1,6,-2,-0.7,15,-2,0,5,15,1.9
CC(C)c1cc(C(=O)N2CCCC(N3CCN(c4ccc(F)cc4)CC3)C2)n(C)n1 (stereo not drawn),-1,3,0.1,13,-5,-2,16,-14,-0.2
CC1(C)CC(=O)N(CC(=O)O)c2ccccc2S1(=O)=O,6,1,0.3,.,8,.,5,-23,-0.4
Cc1ccsc1C1C(C#N)=C(N)OC2=C1C(=O)CC(C)C2 (stereo not drawn),6,0,0.2,-4,-1,-15,-1,-23,-0.8

Sorted by value in D1 antagonist (descending): four from the list above
SMILES	D2 antagonist	D1 agonist	TRHR agonist	RXFP1 antagonist	D2 PAM	D1 PAM	TRHR PAM	D1 antagonist
S=P(N1CC1)(N1CC1)N1CC1	6	-2	-0.7	15	-2	0	5	15
CC(C)(CC(=O)O)CC(=O)O	-5	4	0.2	.	2	-3	2	0
Cc1ccccc1C(=O)NC(=S)Nc1ccc(Cc2ccncc2)cc1	-3	7	1.6	-6	-6	-2	7	-3
Cc1ccc(NC(=O)C/C(N)=N/OC(=O)Nc2ccc(C)c(Cl)c2)cc1	-1	1	0.2	-12	6	-4	2	-6

A stretch taken from the entries so far, for reference:
SMILES,D2 antagonist,D1 agonist,TRHR agonist,RXFP1 antagonist,D2 PAM,D1 PAM,TRHR PAM,D1 antagonist,D2 ag
CC1(C)CC(=O)N(CC(=O)O)c2ccccc2S1(=O)=O,6,1,0.3,.,8,.,5,-23,-0.4
Cc1ccsc1C1C(C#N)=C(N)OC2=C1C(=O)CC(C)C2 (stereo not drawn),6,0,0.2,-4,-1,-15,-1,-23,-0.8
